MCF10A rerep: inducers of DNA re-replication in MCF 10A breast cells; MCF 10A DNA re-replication, Hoechst nuclear intensity, 48 h; Potency, µM (doses to about 46.1 µM), for inactives: at the highest dose activity, positive = re-replication, most hits filed as activators; 2.9% of 350,000 active; note: potency is the fitted concentration of half-maximal effect; % of control where 0% means no effect; nearly all actives have a fitted effect of over 50% in size
HT1080-NT tox: kills 2HG-producing HT-1080-NT fibrosarcoma cells. 1.6% of 360,000 active. Potency, µM (highest dose often 46.1 µM), for the others: top-dose activity, negative = less viability, hits mostly cytotoxic. HT-1080-NT fibrosarcoma viability, CellTiter-Glo ATP luminescence, 48 h;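 note: NT is the 2HG producing partner of a matched IDH1 knockdown line; potency is the fitted concentration of half-maximal effect; 0% = DMSO-treated cells and -100% = media-only wells without cells; nearly all actives have a fitted effect of over 55% in size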
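HT-1080-NT; 750 cells/well; 5% FBS RPMI; 48 h compound, 37 degrees C; CellTiter-Glo luminescence; curve fitting and curve-class assignment.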
IL-1B inflam inh: inhibitors of inflammasome signaling (IL-1 beta secretion) | THP-1 LPS/ATP IL-1B secretion, AlphaLISA, 16 h; stronger effect = lower value | activity change, % at 57.5 µM | 4.7% of 360,000 active; in the data active = activity change below about -50%; inconclusive = mostly about -30% to -49%; note: % is set by controls: 0 for no effect and ±100 for the full control effect
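Secreted IL-1B measured by AlphaLISA bead assay after 16 h compound exposure of THP-1 cells; compounds (final up to 57.5 uM) added 1 h before LPS (250 ng/mL) and ATP (1.25 mM) stimulation; lower signal means less secretion.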
SW480 rerep: DNA re-replication induction in SW480 cells. SW480 DNA re-replication, Hoechst DNA content imaging, 48 h. Potency, µM (doses to about 46.1 µM), for inactives: top-dose re-replication activation, hits mostly activators. 1.8% of 340,000 active. AID 624297; note: potency is the fitted concentration of half-maximal effect; % of control where 0% means no effect; nearly all actives have a fitted effect of over 55% in size
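SW480 cells exposed to compounds for 48 hr at 37 C, 5% CO2, then Hoechst-stained 40 min. Nuclear DNA content imaged by fluorescence scanning (405 nm excitation, 500-530 nm emission); re-replication scored as increased high-intensity nuclei.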
HepG2 viability: kills HepG2 cells in TGF-b inhibitor counter-screen; HepG2 CAGA-GFP viability, ATP luminescence, 18 h; Potency, µM (doses to about 46.1 µM), for inactives: at the top dose activity change, negative = cytotoxicity, hits mostly cytotoxic; 0.76% of 410,000 active; AID 588856; note: potency is the fitted concentration of half-maximal effect; some results filed as inactive show a strong effect at the top dose
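CellTiter-Glo luminescence gave cytotoxicity after 18 hours at 37 degrees C. The cells were HepG2 CAGA-GFP in 1% FBS DMEM, stimulated with 500 pg/mL TGF-beta after compound addition. %Activity was normalised to no-cell wells (complete cell-killing) and DMSO (no toxicity), and curves were fitted and classified.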
HT1080 IDH1KD tx: toxicity to HT-1080 IDH1 knockdown cells (counter line) | HT-1080 IDH1 knockdown viability, ATP luminescence, 48 h | Potency, µM (titrated, usually from 46.1 µM), inactives show at the highest dose activity, negative = toxicity, hits mostly cytotoxic | 2% of 360,000 active;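 note: potency is the fitted concentration of half-maximal effect; 0% = DMSO wells and -100% = cell-free medium wells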
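CellTiter-Glo luminescence after 48 h compound exposure at 37 degrees C of IDH1-knockdown HT-1080 cells in 5% FBS RPMI. %Activity scaled between DMSO wells and cell-free media wells, with curves fitted and assigned curve classes.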
S2 tox: cell viability loss in ATXN counter-screen; Potency, µM (top dose mostly 56.7 µM), most hits filed as cytotoxic; 0.49% of 400,000 active; S2 cells (HEK-293 line with an ATXN2-luciferase reporter) viability, CellTiter-Fluor protease fluorescence, 24 h; AID 651635; note: potency is the fitted concentration of half-maximal effect; nearly all actives have a fitted effect of over 40% in size
KB-3-1 cytotox: KB-3-1 parental cell cytotoxicity; 1.4% of 400,000 active; Potency, µM (highest dose often 46.1 µM), for the others: at the highest dose activity change, negative = cytotoxic, actives largely listed as cytotoxic; KB-3-1 viability, CellTiter-Glo ATP luminescence, 72 h; note: potency is the fitted concentration of half-maximal effect; % is set by controls: 0 for no effect and ±100 for the full control effect; nearly all actives have a fitted effect of over 60% in size
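Viability of parental KB-3-1 cells, measured by CellTiter-Glo luminescence, followed a 72 h incubation at 37 °C with pinned compounds in phenol-red-free DMEM containing 10% FBS.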
ATXN2 expr inh: ATXN2 expression inhibition. HEK-293 ATXN2-luciferase reporter, luminescence, 24 h. Potency, µM (titrated, usually from 57 µM), for inactives: at the highest dose activity change, negative = inhibition, usual class: inhibitors. 0.72% of 360,000 active; note: potency is the fitted concentration of half-maximal effect; % is set by controls: 0 for no effect and ±100 for the full control effect; nearly all actives have a fitted effect of over 55% in size
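qHTS (up to 57 uM final) was run with 24 h compound exposure of reporter cells at 37 °C. Each well was multiplexed: SteadyGlo luminescence measured ATXN2-luciferase expression after a fluorogenic Gly-Phe-AFC viability readout (25 uM final).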
An asterisk follows results filed as active; i = inactive; ? = inconclusive; / = no result given; & = joins results of further samples; [ ] = dose if it differs, or a comment. Unless noted, calls come from the whole dose curve; as a rule, active = well fitted curve in the direction sought with a large enough effect; inconclusive = small, poorly fitted or top-dose-only effect, or another doubt; inactive = no such curve, though single readings can be large; an effect the other way counts as inactive or inconclusive.

SMILES | MCF10A rerep | HT1080-NT tox | IL-1B inflam inh | SW480 rerep | HepG2 viability | HT1080 IDH1KD tx | S2 tox | KB-3-1 cytotox | ATXN2 expr inh
Cc1ccc(NC(=O)NC2CCN(S(=O)(=O)c3ccc(F)cc3)CC2)cc1 | 6% | ? | -1 | -8% | 6% | 0% | i | 0% | -16%
COc1ccc(-c2nc(C)c(CCNC(=O)c3cccs3)s2)cc1 | / | / | / | / | -1% | / | ? | -23% | 8%
O=C(O)c1ccccc1-c1ccccc1C(=O)NCCCO | 21% | 5% | 2 | -7% | -1% | -12% | i | 7% | 6%
CCOC(=O)c1sc(NC(=S)NC(=O)c2cccc(Cl)c2)c(C(=O)OCC)c1C | 15% | -2% | 17 | -2% | -23% | -2% | i | 0% | -3%
CCOC(=O)Cc1sc(N)nc1C | ? | 4% | 3 | -14% | -3% | 2% | ? | 2% | 10%
COC(=O)/C=c1\[nH]c2nnc(C)n2c1=O | 5% | 29% | 23 | -1% | -33% | -2% | i | -5% | 10%
CC(C)CCn1nnnc1C(c1ccc(N(C)C)cc1)N1CCN(C(=O)c2ccco2)CC1 (stereo unspecified) | ? | 1% | -65* | 2% | 5% | 0% | i | -3% | 4%
CC(=O)c1ccc(S(=O)(=O)NC2CC(=O)N(c3ccc(C)cc3)C2)cc1 (stereo unspecified) | 7% | 3% | 8 | 0% | 0% | 1% | i | -5% | -2%
O=C(CN(CC1CCCO1)C(=O)CNS(=O)(=O)c1ccc(F)cc1)NCc1ccco1 (stereo unspecified) | -7% | 20% | 20 | -4% | 9% | 13% | i | 4% | 9%
C=C(C)CNC(=S)Nc1cccc(N)n1 | -9% | 8% | 14 | 4% | 7% | 21% | i | 21% | -11%
Cc1nn(C)c2c1c(C(F)(F)F)cc(=O)n2CC(=O)N1CCC(C)CC1 | / | / | / | / | -6% | / | i | -4% | -7%
CCOC(=O)c1c(C)[nH]c(C(=O)Cn2c(=O)oc3ccccc32)c1C | 0% | 22% | -8 | -4% | -13% | 17% | i | 15% | 3%
CCC(C)N(C(=O)c1csnn1)C(C(=O)NCc1ccc(F)cc1)c1ccccc1F (stereo unspecified) | ? | 21% | -4 | -17% | -9% | 29% | i | 3% | 3%
CCCCc1ccc(Nc2ncccc2C#N)cc1 | 0% | 2% | 0 | -7% | 3% | 4% | i | -21% | 20%
O=C(CC[C@H]1O[C@@H](n2cnc3c(NC(=O)c4ccccc4)ncnc32)[C@H](O)[C@@H]1O)NCc1ccccn1 | / | 23% | 22 | / | 6% | 17% | i | 0% | 5%
Cc1nc(NCCc2ccccc2)c2nnn(Cc3ccccc3Cl)c2n1 | 1% | 8% | -3 | 2% | 0% | 25% | i | 1% | -18%
CCCc1cc(C(=O)Nc2ccc(OC)cc2[N+](=O)[O-])cs1 | -2% | 5% | ? | -3% | 13% | 0% | i | 3% | 15%
CCc1cc(-c2nnn(CCC3COCCO3)c2CC)cc(CC)c1-c1cn(CCc2c[nH]c3ccccc23)nn1 (stereo unspecified) | / | 5% | -3 | / | -16% | 2% | ? | -3% | -16%
Cc1cccc(C)c1NC(=O)COC(=O)C1CC(=O)N(Cc2ccccc2)C1 (stereo unspecified) | -1% | 5% | 8 | -6% | 8% | 5% | i | -19% | -9%
COc1ccccc1CNCc1cccs1 | 6% | 10% | 10 | -14% | 3% | 7% | i | 9% | 0%
COc1ccc(C=O)c(OC)c1 | -11% | -1% | 9 | 0% | -5% | -1% | i | -10% | 1%
COc1ccc(C2C(C#N)=C(N)N(N(C)C)C3=C2C(=O)CC(C)(C)C3)cc1OC (stereo unspecified) | 1% | 8% | 4 | 8% | 11% | 2% | ? | 11% | -6%
O=C(N/N=C/c1c[nH]c2c1ccc1ccccc12)c1ccc([N+](=O)[O-])cc1 | -1% | 13% | 24 | -20% | 0% | 10% | i | 12% | ?
O=S(=O)(Nc1ccccc1N1CCCCC1)c1cccs1 | 2% | 12% | 31 | ? | -49% | -1% | i | ? | -28%
C=CCn1c(Cc2ccc(OC(C)C)c(Cl)c2)nnc1SCC(N)=O | 4% | 8% | 7 | -1% | 5% | 2% | i | -4% | -2%

4 of the entries above in order of the IL-1B inflam inh value, lowest first.
SMILES	IL-1B inflam inh	SW480 rerep
CC(C)CCn1nnnc1C(c1ccc(N(C)C)cc1)N1CCN(C(=O)c2ccco2)CC1 (stereo unspecified)	-65*	2%
CCCCc1ccc(Nc2ncccc2C#N)cc1	0	-7%
COc1ccc(C2C(C#N)=C(N)N(N(C)C)C3=C2C(=O)CC(C)(C)C3)cc1OC (stereo unspecified)	4	8%
CC(=O)c1ccc(S(=O)(=O)NC2CC(=O)N(c3ccc(C)cc3)C2)cc1 (stereo unspecified)	8	0%

Following part.
SMILES | MCF10A rerep | HT1080-NT tox | IL-1B inflam inh | SW480 rerep | HepG2 viability | HT1080 IDH1KD tx | S2 tox | KB-3-1 cytotox | ATXN2 expr inh
Cc1nc(SCc2nc3ccccc3[nH]2)c2oc3ccccc3c2n1 | ? | -30% | -28 | 0% | 1% | ? | i | -3% | 5%
CCOC(=O)c1cn2nc(SCc3ccccc3)nc2nc1C | -2% | 0% | -12 | -24% | 1% | 2% | i | -6% | 56%[activator]
N#Cc1ccccc1OCC(=O)Nc1nnc(C2CC2)s1 | 21% | -2% | -13 | 8% | -2% | 0% | i | 2% | 34%
Cc1nc(CCNS(=O)(=O)c2cccnc2)cs1 | 2% | 4% | 27 | -14% | -2% | 15% | i | 4% | /
Nn1c(SCC(=O)Nc2ccc3c(c2)OCCO3)nnc1C(F)(F)F | -3% | 1% | 11 | -4% | -2% | 14% | i | 2% | 8%
CSc1ccc(/C=C2\CCn3c2nc2cc(C(=O)O)ccc2c3=O)cc1 | 16% | 24% | 51 | -1% | -3% | 26% | / | 10% | -10%
CC(=O)NCCc1c[nH]c2ccc(OCc3ccccc3)cc12 | / | 9% | 0 | / | -100% | -1% | i | 1% | /
COc1ccc(C(C(=O)Nc2ccc(F)cc2)N2CCN(c3ccncc3)CC2)cc1 (stereo unspecified) | / | -6% | 0 | / | / | -4% | / | -4% | /
Cc1ccc(NC(=O)NCCSc2ccc(C)cc2)cc1 | 7% | 0% | -8 | -6% | -12% | -3% | i | -2% | -14%
CCCS(=O)(=O)c1nc(C)cc(C)c1S(C)(=O)=O | -3% | 6% | 31 | 2% | -2% | 2% | i | 16% | 3%
CCc1ccccc1OCC(=O)Nc1nnc(C2CC2)s1 | / | 6% | -17 | / | -16% | 10% | i | ? | /
Cc1c(CNC(=O)C2CC2)c(-n2cccc2)n(Cc2ccccc2)c1C | -6% | 4% | -5 | 4% | -15% | 6% | i | -2% | /
O=C(O)C(Cc1ccccc1)N1C(=O)C2C3CCC(C3)C2C1=O (stereo unspecified) | / | -5% | 0 | / | -22% | -5% | i | -6% | /
O=C(Nc1cc(-c2nc3ccccc3s2)ccc1Cl)c1ccc2c(c1)OCO2 | 9.2µM* | -5% | -29 | -10% | -40% | 27% | ? | -6% | -22%
CC(Sc1nc(N)cc(=O)[nH]1)C(=O)N1CCOCC1 (stereo unspecified) | -1% | -4% | 3 | 0% | -1% | 10% | i | 10% | 1%
CCCCn1c(N)c(N(CC)C(=O)c2cc(CC)c(C)s2)c(=O)[nH]c1=O | -3% | 7% | 0 | -8% | 27% | 14% | i | -11% | 4%
CC1=C(C(=O)Nc2ccc(C)cc2C)C(c2cccc([N+](=O)[O-])c2)n2nc(C(=O)OC(C)C)nc2N1 (stereo unspecified) | 1% | 5% | 0 | ? | 3% | 0% | ? | ? | -32%
CCOc1cc(/C=C2\NC(=O)NC2=O)ccc1OC(C)C(=O)O (stereo unspecified) | 6% | -4% | 4 | 2% | 2% | -4% | i | -5% | -11%
CC1CCc2c(sc(N)c2C(N)=O)C1 (stereo unspecified) | 1% | 3% | 7 | 2% | -2% | 18% | i | -20% | -1%
COc1cccc(/C=N/n2nnc3c(cnn3-c3ccccc3)c2=O)c1 | ? | 15% | -14 | -1%[9.22 µM] | 0% | 2% | i | -7% | -12%
COc1ccc([C@H]2/C=C\CN(S(C)(=O)=O)[C@@H](C)C(=O)N2Cc2ccc(F)cc2)cc1 | -13% | -4% | 25 | -2% | -39% | -10% | i | -12% | -16%
COc1ccc(C(=O)SC2=NCCS2)cc1OC | 5% | 7% | 0 | -26% | -17% | 3% | / | -5% | /
CCOc1ccccc1NC(=O)Nc1ccncc1 | 1% | 0% | -25 | -11% | -20% | -1% | i | -16% | 7%
COc1c(O)cccc1[C@H](O)C1CCN(CCc2ccc(F)cc2)CC1 | -2% | / | / | -22% | -32% | / | i | 0% | -11%
CN(C)CC/C=C1\c2ccccc2COc2ccccc21 | -27% | -24% | -19 | -3% | -12% | ? | i | 0% | 0%&-12%
Cc1ccc(C)c(/C=C2\CCn3c2nc2cc(C(=O)O)ccc2c3=O)c1 | 8% | -1% | 18 | 6% | 1% | 2% | i | 1% | /
CN1C(=O)CSC1=Nc1cccc(C(=O)O)c1 | 13% | 1% | -1 | -1% | 3% | -2% | ? | 4% | /
COc1ccccc1NC(=O)Nc1ccc(-n2ccc(C(F)(F)F)n2)cc1 | ? | -27% | -71* | 18% | -27% | -23% | i | ? | 9%
COc1ccc(OCC(O)CNS(=O)(=O)c2cccc(Cl)c2)cc1 (stereo unspecified) | 7% | -6% | -5 | -7% | -14% | -14% | i | 0% | -2%
CC(NC(=O)CN(C)Cc1nc2ccccc2c(=O)[nH]1)c1ccccc1 (stereo unspecified) | 0% | 6% | 21 | -10% | -16% | 8% | i | 17% | 4%

An excerpt of these results, with two lines to a compound.
Value order: MCF10A rerep | HT1080-NT tox | IL-1B inflam inh | SW480 rerep | HepG2 viability | HT1080 IDH1KD tx | S2 tox | KB-3-1 cytotox | ATXN2 expr inh
- CC1=C(C(=O)Nc2ccc(C)cc2C)C(c2cccc([N+](=O)[O-])c2)n2nc(C(=O)OC(C)C)nc2N1 (stereo unspecified)
 : 1% | 5% | 0 | ? | 3% | 0% | ? | ? | -32%
- CC1CCc2c(sc(N)c2C(N)=O)C1 (stereo unspecified)
 : 1% | 3% | 7 | 2% | -2% | 18% | i | -20% | -1%
